# Vif inh: inhibitors of HIV Vif | HEK293T cells, Vif self-association by quenched fluorescence, imaging, 24 h | inhibition, % at 7.49 µM | hit rate 0.35% among 340,000; in the data active = inhibition above about 50%, passing the limit was not always enough; inconclusive = no clear call, values can overlap the other calls; inactive = below about 31%; also: some results filed as inactive read as strong as hits
# EBV LMP1 NFkB: inhibitors of Epstein-Barr LMP1-induced NF-kappaB reporter. LMP1-induced NF-kappaB luciferase reporter cells, luminescence. inhibition, % at 12.5 µM. hit rate 0.69% among 350,000. AID 504558; in the data active = inhibition above about 41%; inconclusive = no clear call, values can overlap the other calls;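 also: 0% = neutral control wells and 100% = reference inhibitor control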
# TLR9-MyD88 block: TLR9-MyD88 interaction inhibition. Q9NR96+Q99836. CHO BLA complementation TLR9-MyD88, CCF4 FRET ratio. inhibition, % at 4.98 µM. hit rate 0.21% among 340,000. AID 504734;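 active = inhibition above the mean over all tested compounds plus 3 SD, cut at about 21% in these data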;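 also: 0% = DMSO only wells and 100% = clavulanate BLA inhibitor control wells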
# NOD2 RIPK2 PPI: NOD2-RIPK2 protein interaction inhibition; O43353; CHO BLA complementation NOD2-RIPK2, CCF4 ratio; inhibition, % at 4.98 µM; hit rate 0.38% among 360,000; AID 624267; in the data active = inhibition above about 21%;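 also: 0% = vehicle only and 100% = reference blocker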
# Target sequence (O43353 whole entry, looked up): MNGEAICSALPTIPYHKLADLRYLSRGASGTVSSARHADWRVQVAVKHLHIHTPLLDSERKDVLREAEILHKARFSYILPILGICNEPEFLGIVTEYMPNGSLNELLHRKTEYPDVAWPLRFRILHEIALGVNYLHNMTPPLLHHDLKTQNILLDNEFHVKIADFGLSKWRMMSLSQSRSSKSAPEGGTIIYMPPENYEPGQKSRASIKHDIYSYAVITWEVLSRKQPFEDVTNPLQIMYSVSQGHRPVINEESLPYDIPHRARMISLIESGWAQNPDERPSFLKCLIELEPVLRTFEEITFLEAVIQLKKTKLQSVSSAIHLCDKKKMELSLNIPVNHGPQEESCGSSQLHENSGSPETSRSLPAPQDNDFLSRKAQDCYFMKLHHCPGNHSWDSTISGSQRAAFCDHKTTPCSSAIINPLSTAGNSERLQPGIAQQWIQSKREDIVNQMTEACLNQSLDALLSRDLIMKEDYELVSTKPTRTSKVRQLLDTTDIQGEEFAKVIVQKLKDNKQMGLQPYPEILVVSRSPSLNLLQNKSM
# NCOA2 inhibitor: inhibits human steroid receptor coactivator 2 | Q15596 | inhibition, % at 9 µM | hit rate 0.17% among 370,000 | AID 651957 | HEK293 GAL4-SRC2 luciferase reporter, luminescence;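 active = inhibition above the mean inhibition of all tested compounds plus 3 SD, set per campaign, cut at about 52% in these data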;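 also: 0% = DMSO treated cells and 100% = cells given Gossypol at 36 µM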
# C8 TRAIL sens: sensitizes caspase-8 expressing cells to TRAIL | hit rate 1% among 360,000 | NB7+C8 cells + TRAIL, ATPlite viability luminescence | inhibition (viability loss, TRAIL sensitization), % at 10 µM;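 active = compounds causing at least 50% loss of cell viability in the single-dose screen, relative to plate controls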
# SRC3 inh: inhibitors of human steroid receptor coactivator 3 (SRC3); Q9Y6Q9; HEK293 GAL4-SRC3 luciferase reporter, luminescence; inhibition, % at 3.6 µM; hit rate 0.17% among 360,000; AID 588352;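 active = inhibition above a per-campaign cutoff, the mean of all compounds plus 3 SD, cut at about 60% in these data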;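 also: 0% = DMSO-treated cells and 100% = gossypol-treated cells at 36 µM; higher means less SRC3-driven luciferase light from the GAL4 reporter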
# TROY signal inh: blocks TROY-dependent signaling in reporter cells; Q293 LMP1-TROYcd NF-kB luciferase reporter, 4 h; inhibition, % at 10 µM; hit rate 0.98% among 360,000; AID 1347056;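 active = compounds whose plate-normalised and pattern-corrected inhibition of the luciferase reporter signal at the single screening dose is 50% or more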
# COUP-TFII inh: inhibitors of human COUP-TFII (NR2F2) | AID 686940 | hit rate 0.7% among 370,000 | HEK293T NGFI-A luciferase reporter, luminescence | inhibition, % at 8.6 µM | P24468;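 active = inhibition above a per-plate cutoff, mean inhibition of test wells between control levels plus 3 SD, cut at about 38% in these data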;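 also: cells cotransfected with COUP-TFII expression vector driving the NGFI-A reporter; 0% = median of COUP-TF2 test wells and 100% = reporter-only cells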
# LRH-1 inv ag: suppresses constitutive activity of human LRH-1. HEK293T StAR-luciferase reporter, LRH-1 transfected, 24 h. hit rate 0.13% among 360,000. O00482. AID 602396. inhibition, % at 3.6 µM;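 active = inhibition above the mean inhibition of all tested compounds plus 3 SD, cut at about 73% in these data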;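 also: 0% = DMSO wells and 100% = reporter-only cells lacking LRH-1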
# Target sequence (O00482 whole entry, looked up): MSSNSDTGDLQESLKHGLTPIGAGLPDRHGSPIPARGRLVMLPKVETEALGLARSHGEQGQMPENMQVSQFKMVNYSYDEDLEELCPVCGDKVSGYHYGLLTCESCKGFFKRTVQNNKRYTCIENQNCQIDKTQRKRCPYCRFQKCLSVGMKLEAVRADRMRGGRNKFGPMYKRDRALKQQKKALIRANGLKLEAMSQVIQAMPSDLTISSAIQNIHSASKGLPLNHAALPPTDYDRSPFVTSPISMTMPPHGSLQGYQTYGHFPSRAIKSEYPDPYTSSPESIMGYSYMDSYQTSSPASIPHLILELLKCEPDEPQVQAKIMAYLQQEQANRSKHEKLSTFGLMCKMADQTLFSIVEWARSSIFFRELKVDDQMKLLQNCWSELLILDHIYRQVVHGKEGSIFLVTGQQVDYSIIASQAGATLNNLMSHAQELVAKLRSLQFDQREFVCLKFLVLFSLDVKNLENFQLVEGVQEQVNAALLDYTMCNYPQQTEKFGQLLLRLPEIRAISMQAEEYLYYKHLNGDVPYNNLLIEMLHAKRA
# NCOA1 inh: human NCOA1 inhibition; inhibition, % at 3.6 µM; hit rate 0.12% among 360,000; AID 588354; HEK293 GAL4-SRC1 luciferase reporter, luminescence; Q15788;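 active = inhibition above the campaign mean plus 3 SD, with each screening campaign given its own cutoff, cut at about 60% in these data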;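 also: 0% = DMSO treated cells and 100% = gossypol at 36 µM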
# Numbers without * were called inactive; u = inconclusive; x = not tested or not shown. An excerpt, so the mix of outcomes need not match the whole.
# Field names – A = Vif inh; B = EBV LMP1 NFkB; C = TLR9-MyD88 block; D = NOD2 RIPK2 PPI; E = NCOA2 inhibitor; F = C8 TRAIL sens; G = SRC3 inh; H = TROY signal inh; I = COUP-TFII inh; J = LRH-1 inv ag; K = NCOA1 inh
1. CC1CN(C(=O)c2ccc(Cl)c(S(=O)(=O)NCc3ccco3)c2)CC(C)O1 (stereo not drawn)
  A: 1	B: 2	C: 7	D: -8	E: 7	F: -5	G: 0	H: 6	I: 9	J: 10	K: -7
2. COCC(C)Nc1ncnc2c1cnn2-c1ccc(Cl)cc1 (stereo not drawn)
  A: 0	B: -14	C: 3	D: -4	E: -84	F: 21	G: -63	H: 40	I: -57	J: -173	K: -117
3. Cc1ccc(C)c(OCCn2cc(/C=C(/C#N)C(=O)NCC3CCCO3)c3ccccc32)c1 (stereo not drawn)
  A: 11	B: -1	C: 13	D: -3	E: 0	F: -2	G: 8	H: 5	I: -10	J: -6	K: 10
4. N#CCc1c(C#N)c(N)nc(N2CCN(C=O)CC2)c1C#N
  A: -13	B: -7	C: -3	D: -4	E: -44	F: -3	G: 17	H: -4	I: -5	J: 6	K: 2
5. O=C(CNC(=O)c1ccc(F)cc1)c1ccccc1
  A: -1	B: -11	C: 0	D: 1	E: -47	F: 8	G: -92	H: 15	I: -52	J: -107	K: -77
6. Cn1c(CO)cnc1S(=O)(=O)Cc1c(Cl)cccc1Cl
  A: x	B: 1	C: -6	D: -2	E: -24	F: 6	G: -39	H: -5	I: -7	J: -1	K: 12
7. COC(=O)C(C)Oc1ccc(-c2nccc(-c3ccccn3)n2)cc1 (stereo not drawn)
  A: 15	B: 11	C: -7	D: 7	E: -7	F: 33	G: -1	H: -19	I: -3	J: -27	K: -26
8. CCOc1ccc(NC(=O)CCC(=O)NNC(=O)c2ccco2)cc1
  A: 2	B: 2	C: -22	D: -13	E: 16	F: 5	G: 4	H: 31	I: 8	J: -4	K: 14
9. O=C(N=Nc1c(O)[nH]c2ccc(Br)cc12)c1cc(-c2cccs2)nc2ccccc12
  A: x	B: 33	C: -7	D: 4	E: 0	F: 87*	G: 13	H: 35	I: 3	J: 16	K: 2
10. Cc1cc(Cl)c(S(=O)(=O)Nc2ccc3c(c2)OCO3)cc1OCC(=O)NC1CCCCC1
  A: 3	B: -3	C: 5	D: -7	E: 6	F: 12	G: -6	H: -10	I: 15	J: 10	K: -15
11. CSc1nc(N)c(C(=O)NC2CCCCC2)s1
  A: 0	B: 9	C: 0	D: 0	E: -19	F: -5	G: -13	H: -27	I: -27	J: -21	K: -25
12. O=CN/C=C/c1cccc(O)c1
  A: -10	B: -2	C: -4	D: 12	E: -11	F: -5	G: 7	H: 4	I: -19	J: -20	K: -1
13. Cc1ccc(-c2nc(CS(=O)CC(=O)N3CCN(c4ccc(F)cc4)CC3)c(C)o2)cc1 (stereo not drawn)
  A: -8	B: 7	C: -2	D: -3	E: -7	F: 14	G: -6	H: 5	I: 20	J: -19	K: -10
14. CC(C)c1ccc(NC2=NCC(=O)N2Cc2cccs2)cc1
  A: 24	B: -4	C: -8	D: 3	E: -20	F: -1	G: -17	H: 14	I: 6	J: -53	K: 4
15. CCc1nnc(N/N=C/c2ccccc2F)n1N
  A: -3	B: 6	C: 0	D: 2	E: -9	F: -3	G: 19	H: -9	I: 3	J: 22	K: 3
16. Clc1cccc(Oc2cnc3ccccc3n2)c1
  A: -4	B: -20	C: 4	D: -5	E: -32	F: 2	G: 2	H: -48	I: -11	J: 26	K: -4
17. O=C(NCC(c1ccco1)N1CCOCC1)c1ccccc1 (stereo not drawn)
  A: -2	B: -1	C: 3	D: -6	E: -17	F: 6	G: -15	H: 4	I: -2	J: -12	K: -1
18. CCOC(=O)C1=CN(Cc2ccco2)S(=O)(=O)N(C)C1c1ccc(C(F)(F)F)cc1 (stereo not drawn)
  A: 1	B: -8	C: -6	D: 13	E: 17	F: 4	G: 13	H: -5	I: -3	J: -16	K: 2
19. CCC(=O)c1ccc(OCC(=O)N(CC)CC2COc3ccccc3O2)cc1 (stereo not drawn)
  A: -14	B: 0	C: -17	D: 1	E: -23	F: 19	G: 6	H: -1	I: 18	J: 6	K: -16
20. Cn1c(=O)cc(SCC(=O)Nc2cccnc2)c2ccccc21
  A: -2	B: -7	C: -2	D: 1	E: -26	F: -17	G: 2	H: 8	I: -12	J: -12	K: 4
21. Cc1[nH]c(=O)[nH]c(=O)c1NC(=O)c1ccccc1[N+](=O)[O-]
  A: -8	B: 2	C: 2	D: -4	E: -5	F: -13	G: 1	H: 4	I: -3	J: -8	K: 0
22. O=C(CCN1C(=O)C2C3CCC(C3)C2C1=O)Nc1ccc(F)cc1 (stereo not drawn)
  A: 22	B: -10	C: -11	D: -8	E: -13	F: -5	G: 2	H: -6	I: 18	J: -1	K: -34
23. C#CC[N+](CC)(CC)CC#Cc1cccc(Cl)c1
  A: u	B: -5	C: -9	D: -3	E: -14	F: -4	G: 23	H: 7	I: 6	J: 14	K: 2
24. CCN(CC)CCCNc1nc(N)c([N+](=O)[O-])c(NCCO)n1
  A: u	B: 5	C: -6	D: -8	E: 3	F: -4	G: 16	H: 11	I: 4	J: 14	K: 9
25. COc1ccc(-c2nc(C)c(C(C)=O)n2O)cc1OC
  A: 1	B: -5	C: -3	D: -7	E: -6	F: 2	G: 5	H: -11	I: 13	J: 2	K: -1
26. O=C(NCC1CCCO1)c1ccc[nH]1 (stereo not drawn)
  A: 10	B: 0	C: -10	D: 2	E: -6	F: -18	G: 17	H: 14	I: 20	J: 4	K: 3
27. COc1ccc(C(=O)Nc2cccc(NC(=O)c3cccs3)c2)cc1OC
  A: -2	B: 7	C: 4	D: 0	E: -41	F: 2	G: -1	H: -25	I: -9	J: 8	K: -43
28. O=C(CCCl)Nc1nc2c(s1)CCc1ccccc1-2
  A: -9	B: -16	C: 2	D: 2	E: -20	F: 17	G: -3	H: -21	I: -8	J: 35	K: -27
29. CC1(C(=O)Nc2ccc(Cl)cc2)Cc2c(-c3ccc4c(c3)OCO4)ccnc2O1 (stereo not drawn)
  A: x	B: x	C: x	D: 0	E: -9	F: 14	G: 1	H: 16	I: 9	J: -16	K: -10
30. CCC(NC(=O)COc1cc2c(c3oc(=O)c(C)c(C)c13)CCC(C)(C)O2)C(=O)O (stereo not drawn)
  A: 6	B: 1	C: 14	D: 2	E: -5	F: -9	G: -4	H: 6	I: 8	J: -9	K: -9
31. O=C(NC1CCCC1)c1cnn2c(C(F)(F)F)cc(-c3ccc4c(c3)OCO4)nc12
  A: 20	B: -6	C: -5	D: -5	E: x	F: 14	G: -24	H: 7	I: x	J: -9	K: -8
32. COc1cc(/C=C2/C(=N)N3N=C(C(C)C)SC3=NC2=O)ccc1OS(=O)(=O)c1ccccc1
  A: 8	B: 3	C: 7	D: -2	E: 0	F: 1	G: -12	H: 2	I: 11	J: -11	K: -1
33. CCOCc1nnc(NC(=O)c2cccs2)s1
  A: -13	B: 3	C: -5	D: 6	E: -28	F: -9	G: 4	H: -31	I: 2	J: 0	K: -48
34. O=C(N/N=C/c1ccc2nccnc2c1)c1ccncc1
  A: 19	B: -3	C: 1	D: 0	E: -8	F: 24	G: 16	H: 3	I: -5	J: -2	K: 2
35. Cc1ccc(OCCC(=O)OCC(=O)Nc2ccc3c(c2)OCCO3)cc1
  A: 9	B: -2	C: -1	D: -6	E: -6	F: -7	G: -5	H: -13	I: 0	J: -6	K: -11
36. O=C(O)CCCC(=O)Nc1ccc(N=Nc2ccccc2)cc1
  A: x	B: -1	C: 2	D: -5	E: 7	F: -4	G: 17	H: -19	I: -2	J: -8	K: -29
37. CCN1CCN(Cc2c(O)ccc3c2O/C(=C\c2ccc(C)cc2)C3=O)CC1
  A: -5	B: 8	C: 21*	D: 16	E: 10	F: 9	G: 2	H: 4	I: 6	J: 13	K: -13
38. O=C(CC1C(=O)NCCN1CC1CCCCC1)NCc1ccc(F)cc1 (stereo not drawn)
  A: 3	B: -1	C: 1	D: 0	E: -2	F: 2	G: 25	H: 0	I: -2	J: 13	K: -5
39. CSc1nc(-c2ccc(Cl)cc2Cl)[nH]c(=O)c1C#N
  A: -4	B: -5	C: -10	D: -8	E: -12	F: -5	G: 3	H: 46	I: -2	J: 6	K: -7
40. O=C(Nc1cccc(Cl)c1)C1CCN(C(=O)c2cccs2)CC1
  A: 3	B: 2	C: 0	D: -5	E: 9	F: 12	G: 12	H: 14	I: 10	J: 16	K: -1
41. Nc1nnc(CCOc2ccc(Cl)cc2)s1
  A: 11	B: 1	C: 2	D: -4	E: 11	F: -11	G: 8	H: -8	I: -6	J: 3	K: -18
42. O=C(Cc1ccccc1Cl)Nc1ccc(S(=O)(=O)Nc2nccs2)cc1
  A: 31	B: -1	C: 4	D: 0	E: 15	F: -3	G: -6	H: -3	I: -3	J: -12	K: -5

# Of the compounds above, five contain a thiophene ring, fused or not.
# Field names – A = Vif inh; B = EBV LMP1 NFkB; C = TLR9-MyD88 block; D = NOD2 RIPK2 PPI; E = NCOA2 inhibitor; F = C8 TRAIL sens; G = SRC3 inh; H = TROY signal inh; I = COUP-TFII inh; J = LRH-1 inv ag; K = NCOA1 inh
9. O=C(N=Nc1c(O)[nH]c2ccc(Br)cc12)c1cc(-c2cccs2)nc2ccccc12
  A: x	B: 33	C: -7	D: 4	E: 0	F: 87*	G: 13	H: 35	I: 3	J: 16	K: 2
14. CC(C)c1ccc(NC2=NCC(=O)N2Cc2cccs2)cc1
  A: 24	B: -4	C: -8	D: 3	E: -20	F: -1	G: -17	H: 14	I: 6	J: -53	K: 4
27. COc1ccc(C(=O)Nc2cccc(NC(=O)c3cccs3)c2)cc1OC
  A: -2	B: 7	C: 4	D: 0	E: -41	F: 2	G: -1	H: -25	I: -9	J: 8	K: -43
33. CCOCc1nnc(NC(=O)c2cccs2)s1
  A: -13	B: 3	C: -5	D: 6	E: -28	F: -9	G: 4	H: -31	I: 2	J: 0	K: -48
40. O=C(Nc1cccc(Cl)c1)C1CCN(C(=O)c2cccs2)CC1
  A: 3	B: 2	C: 0	D: -5	E: 9	F: 12	G: 12	H: 14	I: 10	J: 16	K: -1

# Entries of single compounds from above. Order of screens: Vif inh, EBV LMP1 NFkB, TLR9-MyD88 block, NOD2 RIPK2 PPI, NCOA2 inhibitor, C8 TRAIL sens, SRC3 inh, TROY signal inh, COUP-TFII inh, LRH-1 inv ag, NCOA1 inh
# CCOCc1nnc(NC(=O)c2cccs2)s1 in the list: -13, 3, -5, 6, -28, -9, 4, -31, 2, 0, -48
# O=C(Nc1cccc(Cl)c1)C1CCN(C(=O)c2cccs2)CC1 in the list: 3, 2, 0, -5, 9, 12, 12, 14, 10, 16, -1
# COc1cc(/C=C2/C(=N)N3N=C(C(C)C)SC3=NC2=O)ccc1OS(=O)(=O)c1ccccc1 in the list: 8, 3, 7, -2, 0, 1, -12, 2, 11, -11, -1
# Cc1ccc(OCCC(=O)OCC(=O)Nc2ccc3c(c2)OCCO3)cc1 in the list: 9, -2, -1, -6, -6, -7, -5, -13, 0, -6, -11
# O=C(CC1C(=O)NCCN1CC1CCCCC1)NCc1ccc(F)cc1 (stereo not drawn) in the list: 3, -1, 1, 0, -2, 2, 25, 0, -2, 13, -5

# Source: PubChem (several laboratories)
